TGFb inhibitor = TGF-b pathway inhibition; 1.2% of 410,000 active; HepG2 CAGA-GFP TGF-b/SMAD3 reporter, GFP fluorescence, 18 h; TGF-beta stimulated, 500 pg/mL final; Potency, µM (highest dose often 46.1 µM), for the others: at the highest dose activity, negative = inhibition, actives largely listed as inhibitors; also: potency is read from the fitted curve at half-maximal effect; % is scaled to controls: 0 for no effect and ±100 for the full control effect; nearly all actives have a fitted effect of over 65% in size
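Read-out: total well GFP (ex488/em500-530) summed from mean per-cell fluorescence. Cells: HEPG2 CAGA-GFP, 1% FBS DMEM, 18 h at 37 degrees C with 500 pg/mL final TGF-beta. Unstimulated wells served as the full-inhibition control; stimulated DMSO wells = 0%.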
HepG2 tox = kills HepG2 cells in TGF-b inhibitor counter-screen; Potency, µM (titrated, usually from 46.1 µM), without a hit: at the highest dose activity change, negative = cytotoxicity, usual class: cytotoxic; AID 588856; 0.76% of 410,000 active; HepG2 CAGA-GFP viability, ATP luminescence, 18 h; also: potency is read from the fitted curve at half-maximal effect; some results filed as inactive show a strong effect at the top dose
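CellTiter-Glo luminescence gave cytotoxicity after 18 hours at 37 degrees C. The cells were HepG2 CAGA-GFP in 1% FBS DMEM, stimulated with 500 pg/mL TGF-beta after compound addition. %Activity was normalised to no-cell wells (complete cell-killing) and DMSO (no toxicity), and curves were fitted and classified.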
MmCpn inh = M. maripaludis TRiC chaperonin inhibition; Potency, µM (titrated, usually from 76.9 µM), inactives show top-dose activity, negative = inhibition, usual class: inhibitors; purified Mm-Cpn ATPase, ADP Transcreener TR-FRET; 0.031% of 330,000 active; also: potency is read from the fitted curve at half-maximal effect; % is scaled to controls: 0 for no effect and ±100 for the full control effect; nearly all actives have a fitted effect of over 80% in size
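ATPase read-out: TR-FRET ADP immunoassay (anti-ADP Eu cryptate vs ADP-d2), ex 320 nm, em 590/665 nm; signal drops as ADP forms. Enzyme 25 nM, ATP 10 uM, 30 min at 37°C after 10 min compound preincubation.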
CCT modulator = changes cytosolic chaperonin activity; purified chaperonin ATPase assay, HTRF ADP detection, 30 min; activity change, % (concentration not given with the values), hits read low; 0.3% of 360,000 active; in the data active = activity change below about -30%; also: % is scaled to controls: 0 for no effect and ±100 for the full control effect
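Nucleotide hydrolysis assay: TRiC at 20–40 nM final (set by batch activity) with 10 uM ATP, 30 min at 37 °C, in presence of 76 uM compound. Detection by competitive ADP HTRF, 30 min ambient.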
pAkt inh = inhibitors of Akt phosphorylation; 0.32% of 360,000 active; Neuro2A IGF-stimulated pAkt S473 HTRF, 20 min; active compounds read low; AID 651550; activity change, % for hits at 50 µM; in the data active = activity change below about -80%; inconclusive = mostly about -51% to -80%; also: % is scaled to controls: 0 for no effect and ±100 for the full control effect
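Neuro2A cells in DMEM with 0.5% FBS, overnight at 37 deg C, given compound at single 50 µM final, then IGF (6 nM final) for 20 min at 37 deg C. Lysed; phospho-Akt Ser473 by HTRF after 24 h, 665/615 ratio.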
Nrf2 inh = blocks Nrf2 signaling; A549 ARE-Fluc reporter, luciferase luminescence, 18-24 h; AID 504444; Potency, µM (doses to about 46 µM), for the others: top-dose activity change, negative = inhibition, most hits filed as inhibitors; 2.1% of 360,000 active; also: potency is read from the fitted curve at half-maximal effect; % is scaled to controls: 0 for no effect and ±100 for the full control effect; nearly all actives have a fitted effect of over 60% in size
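Two sequential reads on A549 ARE_Fluc cells exposed to compound for 18-24 h: a CellTiter-Fluor fluorescence read for viability, then a luciferase luminescence read for Nrf2/ARE activity.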
Abeta rescue = compounds reversing amyloid beta toxicity in yeast | yeast expressing A-beta42, growth rescue, OD600, 48 h; response scale: 0% DMSO, 100% iron-clioquinol control | Potency, µM (doses to about 46.1 µM), for inactives: top-dose growth rescue, hits mostly activators | 0.063% of 410,000 active | AID 1347071; also: potency is read from the fitted curve at half-maximal effect; nearly all actives have a fitted effect of over 55% in size
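Yeast A-beta toxicity model in growth medium with pinned compounds, 48 h at 30 C; growth read as absorbance at 600 nm. Normalized to FeCl3/clioquinol equimolar mix (positive) and DMSO (negative).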
A549 viability = A549 cytotoxicity, counter-screen for Nrf2 inhibitors. A549 ARE-Fluc cells, CellTiter-Fluor viability, 18-24 h. Potency, µM (doses to about 46 µM), for the others: top-dose activity change, negative = cytotoxicity, hits mostly inhibitors. 0.16% of 390,000 active. AID 504648; also: potency is read from the fitted curve at half-maximal effect; % is scaled to controls: 0 for no effect and ±100 for the full control effect
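Cytotoxicity counterscreen: CellTiter-Fluor fluorescence was measured in A549 ARE_Fluc cells after 18-24 h of compound exposure in a concentration series. The subsequent BugLite luminescent read reports ARE-luciferase activity.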
Nrf2 activator = activators of Nrf2 (ARE) signaling. AREc32 ARE-luciferase reporter (MCF7-derived line), luminescence, 24 h. Potency, µM (top dose mostly 46.1 µM), for the others: at the top dose activation, usual class: activators. 0.31% of 410,000 active; also: potency is read from the fitted curve at half-maximal effect; % of control where 0% means no effect; nearly all actives have a fitted effect of over 65% in size
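Each well held 1000 AREc32 cells, which were incubated with compound for 24 hr at 37 deg C after overnight attachment, and ARE reporter activity was quantified by firefly luciferase luminescence.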
Numbers without * were called inactive; [ ] = another dose, or the depositor's remark. Unless noted, calls follow the shape of the dose curve; as a rule, active = well fitted curve in the direction sought with a large enough effect; inconclusive = small, poorly fitted or top-dose-only effect, or another doubt; inactive = no such curve, though single readings can be large; an effect the other way counts as inactive or inconclusive.

For CC(CCc1ccccc1)NC(=O)CN1CCc2ccccc2C1 (stereo not drawn) the results were TGFb inhibitor 0.0%, HepG2 tox -3.4%, MmCpn inh 0.2%, CCT modulator -2.6, pAkt inh inactive, Nrf2 inh -11.9%, Abeta rescue 0.3%, A549 viability inconclusive and Nrf2 activator -0.4%.
COc1ccc(/C=C(\NC(=O)c2cccs2)C(=O)Nc2cccc3ccccc23)cc1OC was read as TGFb inhibitor 10.5%, HepG2 tox 25.7%, MmCpn inh -1.3%, CCT modulator 0.0, pAkt inh inactive, Nrf2 inh inconclusive, Abeta rescue 0.0%, A549 viability -5.4% and Nrf2 activator 4.3%.
Screening Cc1ccc2c(=O)cc(C(=O)Nc3sc4c(c3C(=O)NCC3CCCO3)CCCC4)oc2c1 (stereo not drawn) returned TGFb inhibitor 1.1%, HepG2 tox 13.3%, Nrf2 inh 6.6%, Abeta rescue -8.9%, A549 viability 7.5% and Nrf2 activator 0.6%.
For CC(C(=O)NC(C)(C)C)N(C(=O)CS(=O)CC(=O)Nc1ccc(F)cc1)C1CCCC1 (stereo not drawn) the results were TGFb inhibitor -26.7%, HepG2 tox -40.9%, MmCpn inh 0.3%, CCT modulator -1.6, pAkt inh inactive, Nrf2 inh 0.6%, Abeta rescue -2.9%, A549 viability -9.8% and Nrf2 activator 0.7%.
For Cc1cc(NS(=O)(=O)c2ccc(NC(=O)CCCOc3ccc(Cl)cc3)cc2)no1 the results were TGFb inhibitor -2.1%, HepG2 tox -12.0%, MmCpn inh -0.6%, CCT modulator 1.2, pAkt inh inactive, Nrf2 inh -12.7%, Abeta rescue 7.4%, A549 viability 12.4% and Nrf2 activator -0.3%.
Screening Fc1cccc2sc(Nc3nc4cc5c(cc4s3)OCO5)nc12 returned TGFb inhibitor inconclusive, HepG2 tox -1.5%, MmCpn inh -0.5%, CCT modulator 0.4, pAkt inh inactive, Nrf2 inh inconclusive, Abeta rescue 8.7%, A549 viability 16.0% and Nrf2 activator inconclusive.
For CCOC(=O)c1sc(=S)sc1SCc1cccc(C(F)(F)F)c1 the results were TGFb inhibitor inconclusive, HepG2 tox -10.2%, MmCpn inh -6.9%, CCT modulator -0.6, Nrf2 inh -2.1%, Abeta rescue 7.9%, A549 viability 8.4% and Nrf2 activator 0.7%.
COc1ccc(NC(=O)CCCC(=O)OCC(=O)c2cccc(OC)c2)cc1 was read as TGFb inhibitor -1.5%, HepG2 tox -18.6%, MmCpn inh -13.4%, CCT modulator -1.5, pAkt inh inactive, Nrf2 inh 21.6%, Abeta rescue -1.4%, A549 viability 5.8% and Nrf2 activator 0.3%.
`CCOc1ccc(S(=O)(=O)NC2CCCC2)cc1C` gave TGFb inhibitor -17.1%, HepG2 tox -17.3%, MmCpn inh 1.3%, CCT modulator 1.3, pAkt inh inactive, Nrf2 inh -13.6%, Abeta rescue 13.3%, A549 viability -0.3% and Nrf2 activator -0.4%.
For CSc1nc(SCC(=O)O)c2c3c(sc2n1)COC(C)(C)C3 the results were TGFb inhibitor 3.0%, HepG2 tox 3.2%, MmCpn inh -9.5%, CCT modulator 0.9, pAkt inh inactive, Nrf2 inh inconclusive, Abeta rescue 2.0%, A549 viability inconclusive and Nrf2 activator 0.3%.
Screening O=C(O)CC/C(=C\c1ccc(N2CCOCC2)c([N+](=O)[O-])c1)c1nc2ccccc2s1 returned TGFb inhibitor -0.9%, HepG2 tox -2.8%, MmCpn inh 1.1%, CCT modulator -2.2, pAkt inh inactive, Nrf2 inh -1.1%, Abeta rescue -69.0%[inhibitor], A549 viability -5.6% and Nrf2 activator -0.1%.
CC(C)c1cc(C(=O)N2CCCC(C(=O)c3ccc4ccccc4c3)C2)on1 (stereo not drawn) was read as TGFb inhibitor -21.9%, HepG2 tox -22.5%, MmCpn inh -3.4%, CCT modulator -1.3, pAkt inh inactive, Nrf2 inh inconclusive, Abeta rescue 4.2%, A549 viability -10.3% and Nrf2 activator -0.5%.
For Cn1c(-c2ccc(F)cc2)cnc1NCc1ccc(F)cc1 the results were TGFb inhibitor -6.8%, HepG2 tox -29.2%, MmCpn inh 0.0%, CCT modulator -0.6, pAkt inh inactive, Nrf2 inh -5.3%, Abeta rescue 10.4%, A549 viability -0.8% and Nrf2 activator -0.4%.
`COc1ccccc1Cc1noc(C(C)(C)NC(=O)c2ccccc2)n1` gave TGFb inhibitor -2.4%, HepG2 tox -11.7%, MmCpn inh -0.5%, CCT modulator -2.5, pAkt inh inactive, Nrf2 inh -10.7%, Abeta rescue 7.4%, A549 viability 11.8% and Nrf2 activator -0.6%.
For CC(C)Oc1cccc(C(=O)Nc2ncn[nH]2)c1 the results were TGFb inhibitor 24.5%, HepG2 tox 11.0%, MmCpn inh 0.8%, CCT modulator 0.9, pAkt inh inactive, Nrf2 inh 25.2%, Abeta rescue -4.7%, A549 viability -1.0% and Nrf2 activator 0.3%.
For CC(=O)c1ccc(NC(=O)CSc2c(C(C)C)cnc3c2c(=O)n(C)c(=O)n3C)cc1 the results were TGFb inhibitor -24.6%, HepG2 tox -9.3%, Abeta rescue -3.0%, A549 viability 0.8% and Nrf2 activator -0.6%.
`COc1cc(CCC(=O)Nc2nnc(-c3cccnc3)s2)cc(OC)c1OC` gave TGFb inhibitor 10.7%, HepG2 tox 7.0%, MmCpn inh 2.0%, CCT modulator 0.4, pAkt inh inactive, Nrf2 inh 7.5%, Abeta rescue 25.8%, A549 viability 7.1% and Nrf2 activator 3.5%.
`O=C(Nc1cccc(C(=O)Nc2ccc(F)cc2F)c1)c1ccccc1` gave TGFb inhibitor 3.2%, HepG2 tox -18.8%, MmCpn inh 0.2%, CCT modulator 1.3, pAkt inh inactive, Nrf2 inh -16.3%, Abeta rescue -12.3%, A549 viability 10.1% and Nrf2 activator 2.5%.
`CCC(C)(C)NC(=O)C1CCN(c2nc(OC)nc(OC)n2)CC1` gave TGFb inhibitor -21.4%, HepG2 tox -8.0%, MmCpn inh 1.7%, CCT modulator -1.2, pAkt inh inactive, Nrf2 inh -13.9%, Abeta rescue -3.9%, A549 viability -1.8% and Nrf2 activator -1.0%.
`CC1(C)CC(=O)C2=C(C1)c1c(ccc3ncccc13)NC2c1cccs1` (stereo not drawn) gave TGFb inhibitor -19.1%, HepG2 tox 1.6%, MmCpn inh 1.3%, CCT modulator 0.2, pAkt inh inactive, Nrf2 inh -19.8%, Abeta rescue 23.9%, A549 viability -2.3% and Nrf2 activator 2.4%.
Screening O=C(Cc1ccc(Cl)cc1)c1ccc(O)cc1 returned TGFb inhibitor 20.0%, HepG2 tox 64.0%, MmCpn inh -1.1%, CCT modulator 2.4, pAkt inh inactive, Nrf2 inh 5.5%, Abeta rescue -91.8%[inhibitor], A549 viability 12.1% and Nrf2 activator 3.9%.
`COc1ccccc1N(C)S(=O)(=O)c1ccc(Cl)c(C(=O)NC2=NCCS2)c1` gave TGFb inhibitor 75.6%[activator], HepG2 tox -2.7%, MmCpn inh -0.6%, CCT modulator 1.3, pAkt inh inactive, Nrf2 inh -23.5%, Abeta rescue -19.0%, A549 viability 0.3% and Nrf2 activator 1.6%.
`O=C(O)c1ccc(-n2c(O)c(C=C3N=c4ccccc4=N3)sc2=S)cc1` gave TGFb inhibitor -1.9%, HepG2 tox -39.6%, MmCpn inh -2.3%, CCT modulator -1.6, pAkt inh inactive, Nrf2 inh 1.4%, Abeta rescue -12.6%, A549 viability 1.7% and Nrf2 activator 21.4%.
`O=C(c1ccc(Cl)c(S(=O)(=O)N2CCOCC2)c1)N1CCN(Cc2ccccc2)CC1` gave TGFb inhibitor 0.0%, HepG2 tox 4.7%, MmCpn inh 0.2%, CCT modulator 0.8, pAkt inh inactive, Nrf2 inh 16.4%, Abeta rescue 4.5%, A549 viability -1.8% and Nrf2 activator -0.3%.
For COc1ccc(NC(=O)c2[nH]c(C)c(C(C)=O)c2C)cc1S(=O)(=O)N1CCOCC1 the results were TGFb inhibitor -4.2%, HepG2 tox -2.7%, MmCpn inh -1.3%, CCT modulator 2.6, pAkt inh inactive, Nrf2 inh -5.7%, Abeta rescue -4.6%, A549 viability -4.4% and Nrf2 activator 10.1%.
CCOC(=O)c1ccc(-c2c(-c3ccccc3OC)oc3ccccc23)cc1F was read as TGFb inhibitor -17.8%, HepG2 tox 4.5%, MmCpn inh -5.3%, CCT modulator -0.3, pAkt inh inactive, Nrf2 inh 0.0%, Abeta rescue 2.4%, A549 viability -7.1% and Nrf2 activator 4.4%.
Screening Cc1ccccc1NC(=O)CSc1nc2ccccc2o1 returned TGFb inhibitor -0.4%, HepG2 tox -33.2%, MmCpn inh -4.5%, CCT modulator 0.5, pAkt inh inactive, Nrf2 inh inconclusive, Abeta rescue 5.7%, A549 viability 0.8% and Nrf2 activator 0.6%.
CCOC(=O)C1=C(COC(=O)COc2ccccc2C=O)NC(=O)NC1C (stereo not drawn) was read as TGFb inhibitor 24.2%, HepG2 tox -1.8%, MmCpn inh 0.4%, CCT modulator -0.5, pAkt inh inactive, Nrf2 inh -6.5%, Abeta rescue -3.7%, A549 viability -0.1% and Nrf2 activator -0.1%.

2 entries picked at random from the list so far:
`O=C(c1ccc(Cl)c(S(=O)(=O)N2CCOCC2)c1)N1CCN(Cc2ccccc2)CC1` gave TGFb inhibitor 0.0%, HepG2 tox 4.7%, MmCpn inh 0.2%, CCT modulator 0.8, pAkt inh inactive, Nrf2 inh 16.4%, Abeta rescue 4.5%, A549 viability -1.8% and Nrf2 activator -0.3%.
`COc1ccccc1N(C)S(=O)(=O)c1ccc(Cl)c(C(=O)NC2=NCCS2)c1` gave TGFb inhibitor 75.6%[activator], HepG2 tox -2.7%, MmCpn inh -0.6%, CCT modulator 1.3, pAkt inh inactive, Nrf2 inh -23.5%, Abeta rescue -19.0%, A549 viability 0.3% and Nrf2 activator 1.6%.

Assay outcomes as filed in PubChem.
